Screens as filed in PubChem.
Growth percent in the NCI-60 one-dose screen (48 h, 10 µM unless noted): 100 = growth as untreated, 0 = no growth, -100 = all killed.
OVCAR-5: OVCAR-5 ovarian cancer. 82,000 compounds, 2.9% hits. AID 1794783
RXF 393: RXF 393 renal cancer cells; 77,000 compounds, 6.9% hits
CAKI-1: CAKI-1 renal cancer | 75,000 compounds, 4.7% hits | AID 1794772
OVCAR-3: OVCAR-3 ovarian cancer; 79,000 compounds, 7% hits
TK-10: TK-10 renal cancer cells. AID 1794769. 81,000 compounds, 3.9% hits
A498: A498 renal cancer cells | 76,000 compounds, 5.4% hits | AID 1794774
OVCAR-8: OVCAR-8 ovarian cancer | AID 1794782 | 81,000 compounds, 4.4% hits
ACHN: ACHN renal cancer | 81,000 compounds, 4.9% hits | AID 1794771
* = called active by the depositor; nt = not tested or not shown. The calls were made as follows: active = growth percent below 10; inactive = the rest.

The opening four entries (preview)
SMILES	OVCAR-5	RXF 393	CAKI-1	OVCAR-3	TK-10	A498	OVCAR-8	ACHN
Cc1ccccc1/C=C/c1nn2c(-c3ccoc3C)nnc2s1	100	96	90	nt	95	90	97	102
CC1=NN(c2ccccc2)C(=O)/C1=C\c1ccc(N(CCC#N)CCC#N)cc1	113	98	107	117	107	106	93	98
CC(C(=O)O)N1CCN(c2ccccc2Cl)CC1 (stereo not drawn)	101	108	96	111	130	73	117	102
CC(C)CNCC(O)Cc1ccccc1 (stereo not drawn)	97	116	nt	105	92	99	94	105

Main list, repeating the preview:
SMILES	OVCAR-5	RXF 393	CAKI-1	OVCAR-3	TK-10	A498	OVCAR-8	ACHN
Cc1ccccc1/C=C/c1nn2c(-c3ccoc3C)nnc2s1	100	96	90	nt	95	90	97	102
CC1=NN(c2ccccc2)C(=O)/C1=C\c1ccc(N(CCC#N)CCC#N)cc1	113	98	107	117	107	106	93	98
CC(C(=O)O)N1CCN(c2ccccc2Cl)CC1 (stereo not drawn)	101	108	96	111	130	73	117	102
CC(C)CNCC(O)Cc1ccccc1 (stereo not drawn)	97	116	nt	105	92	99	94	105
OCCCN=Cc1cc(Cl)cc(Cl)c1O	101	103	97	96	95	116	95	104
O=C(/C=C/c1ccccc1)Nc1ncccc1OCc1cn(Cc2cccc(Cl)c2)nn1	105	103	101	105	100	112	94	100
O=C(Nc1ccc(/C=C2\SC(=O)N(Cc3ccc(OC(F)(F)F)cc3)C2=O)cc1)c1ccc(Cl)c([N+](=O)[O-])c1	86	83	86	48	98	82	87	89
O=c1[nH]c2c(cc1S(=O)(=O)c1ccccc1)CCc1c-2cnn1-c1ccccc1	100	107	97	101	107	85	106	103
CCN(CC)CCCC(C)Nc1ccnc2ccc(Oc3ccccc3)cc12 (stereo not drawn)	89	24	79	77	93	48	77	67
C=CC(=O)Nc1cccc(-c2nc(SC)nc(NCCc3ccc(OC)c(OC)c3)c2C#N)c1	92	59	53	54	82	19	31	36
CCN(CCCNC(=O)Cc1cc(=O)oc2cc(N(C)C)ccc12)CCNc1ccnc2cc(Cl)ccc12	109	75	106	106	87	82	84	79
CCOC(=O)c1ccc(NC(=O)CCCNCC(C)C)cc1	110	111	nt	109	73	112	104	nt
Clc1ccc(-c2nnc(SCc3ccccc3)n2-c2ccccc2)cc1	96	98	82	108	93	67	93	96
Cc1ccc(C(=O)CCC(=O)O)c(C)c1	97	101	91	113	116	108	105	117
COc1cc(Sc2nc3ccccc3o2)cc(OC)c1OC	99	101	86	105	92	81	101	106
C[C@]12CC(=O)C[C@@H]1C[C@H]1CC[C@]3(C)CC4(C[C@H]3C[C@H]1C2)SCCS4	102	116	88	107	122	109	104	97
COc1cc(C2N(c3ccc(C)cc3)NC(=O)[C@@H]3CCCN23)cc(OC)c1OC (stereo partly drawn)	83	108	nt	79	89	72	82	63
CCCCCCNC=O	87	97	97	118	96	122	94	97
COc1ccc(/C=C(\C#N)c2cc3ccccc3n2S(C)(=O)=O)cc1	99	78	53	95	125	99	96	91
CCNC(=O)Oc1ccc(/C(=C(/CC)Cc2ccccc2)c2ccc(OCCN3CCCC3)cc2)cc1	95	95	97	97	91	89	94	95

6 records picked at random from those above, as already listed:
SMILES	OVCAR-5	RXF 393	CAKI-1	OVCAR-3	TK-10	A498	OVCAR-8	ACHN
CC(C(=O)O)N1CCN(c2ccccc2Cl)CC1 (stereo not drawn)	101	108	96	111	130	73	117	102
Clc1ccc(-c2nnc(SCc3ccccc3)n2-c2ccccc2)cc1	96	98	82	108	93	67	93	96
C[C@]12CC(=O)C[C@@H]1C[C@H]1CC[C@]3(C)CC4(C[C@H]3C[C@H]1C2)SCCS4	102	116	88	107	122	109	104	97
C=CC(=O)Nc1cccc(-c2nc(SC)nc(NCCc3ccc(OC)c(OC)c3)c2C#N)c1	92	59	53	54	82	19	31	36
CCOC(=O)c1ccc(NC(=O)CCCNCC(C)C)cc1	110	111	nt	109	73	112	104	nt
CCCCCCNC=O	87	97	97	118	96	122	94	97

Continued.
SMILES	OVCAR-5	RXF 393	CAKI-1	OVCAR-3	TK-10	A498	OVCAR-8	ACHN
CC(=O)[C@@H]1CC[C@]2(C(N)=O)CC[C@]3(C)[C@H](CC[C@@H]4[C@@]5(C)CCC(=O)C(C)(C)[C@@H]5CC[C@]43C)[C@@H]12	101	109	90	103	107	nt	109	97
Cc1cc(=O)oc2cc(OCCCOc3ccc(/C=C/C(=O)Nc4ccc(Cl)cc4)cc3)ccc12	84	45	60	nt	118	58	67	45
CNC(=O)c1[nH]cc(-c2ccccc2)c1-c1ccccc1O	93	89	81	106	103	101	96	108
COc1cc(/C=N/Nc2nnc3n2N=C(c2ccccc2)CS3)ccc1O	107	83	97	107	108	111	97	100
COc1ccc(/C=C(/C(=O)N2CCNCC2)c2cc(OC)c(OC)c(OC)c2)cc1O	86	7.5*	93	10	92	59	52	103
COC(=O)C12[C@H]3C(=O)N(c4ccc(C)cc4)C(=O)[C@H]3[C@@H](c3ccc(C)s3)N1[C@H](c1ccc(C)s1)[C@@H]1C(=O)N(c3ccc(C)cc3)C(=O)[C@@H]12	111	109	85	104	117	97	100	107
O=C(O)/C=C/CCC1SCC2NC(=O)NC21 (stereo not drawn)	102	102	94	104	106	nt	94	104
O=C1c2ccccc2C23C(=C(Br)c4ccc(F)cc42)CCCN13 (stereo not drawn)	100	nt	85	115	106	100	104	101
COc1cc2c(c(Br)c1N)-c1cc(Br)c(N)cc1C2=O	16	70	74	83	27	62	29	58
COc1cc2c(cc1OC)C(C(CCCCCC(CCC(C)C)C1NCCc3cc(OC)c(OC)cc31)CCC(C)C)NCC2 (stereo not drawn)	-100*	nt	-85*	-100*	-97*	-60*	-89*	-100*
O=C1/C(=C/c2ccc(O)cc2O)N=C2SCCCN12	93	102	97	99	88	90	98	98
Cc1cc2cc3c(=O)[nH]c(=O)nc-3n(CC(O)C(O)C(O)CO)c2cc1C (stereo not drawn)	108	105	89	101	108	80	102	101
Cc1sc(=S)n(CC(=O)O)c1C	109	105	nt	115	103	104	112	103
CCOC(CNC(=O)c1cccc([N+](=O)[O-])c1)OCC	101	66	90	97	83	84	95	108
O=C(NO)c1ccc(O)cc1	99	119	127	106	102	93	89	116
O=C(CN1C(=O)/C(=C/c2ccco2)SC1=S)NCCc1c[nH]c2ccc(F)cc12	105	110	82	110	105	95	105	101
O=C1NC(=O)C23C=CC(O2)C2(O)CCCc4cccc(c42)N13 (stereo not drawn)	100	120	nt	122	108	126	107	98
Cc1ccc2c(n1)C(=O)C(Br)=C(C1CCCC1)C2=O	106	89	91	83	120	108	96	78
Cc1cccc2cc(-c3cc4ccccc4[nH]3)/c(=N\NC(=O)c3ccc(Cl)cc3)oc12	94	100	80	100	158	nt	93	87
C=C(CN1CCN(c2cccc(C(F)(F)F)n2)CC1)c1ccc(C(=O)Nc2ccccc2N)cc1	35	-20*	14	-38*	42	36	19	34
Cc1cccc2c(C(=O)O)cc(-c3ccc(Cl)cc3)nc12	100	128	84	108	107	93	94	100
C[n+]1ccccc1/C=C/c1ccc(Cl)cc1	94	87	51	95	101	92	89	105
Cc1ccc(S(=O)(=O)N=S(C)C)cc1	113	113	92	106	109	80	105	109
COC1=C(Br)C(=O)c2ncccc2C1=O	109	107	77	64	111	83	101	86
Cc1cc(Cl)ccc1NCN1C(=O)c2ccccc2C1=O	106	104	84	107	99	125	98	95
COc1ccc(-c2nnc(-c3c(-c4ccc(F)cc4)nc4ncccn34)o2)cc1	94	102	105	113	106	105	105	88
COC(=O)[C@@H]1CCCN1C(=O)[C@@H]1CCCN1C(=O)[C@@H](Cc1c[nH]c2ccccc12)NC(=S)Nc1cc(C(F)(F)F)cc(C(F)(F)F)c1	91	48	57	44	83	100	68	62
COc1nc2c(cc1S(=O)(=O)c1ccccc1)CCc1c-2cnn1-c1ccc(Cl)cc1	85	96	91	111	110	82	104	102
CCOC(=O)C(Cl)c1cccc(OC)c1OC (stereo not drawn)	112	124	111	114	115	111	103	112
CCOC(=O)N1CCN(CC(=O)Nc2nc(-c3cc4ccccc4oc3=O)cs2)CC1	91	85	87	96	124	86	88	88
OCCN(CCO)c1ccccc1	97	107	90	108	127	129	105	104
Nc1ccccc1C(=O)NO	100	111	94	105	107	97	102	99
Cc1ccc(S(=O)(=O)NCCc2ccccc2)cc1	107	nt	103	122	103	89	101	103
CC(O)CC(C)CO (stereo not drawn)	105	109	127	115	103	97	105	119
Clc1ccc(Cl)c(N=Cc2ccc3c(c2)OCO3)c1	103	111	95	115	107	92	98	114
NS(=O)(=O)c1ccc(-n2cc(-c3cccc(NC(=O)Nc4cccc(C(F)(F)F)c4)c3)nn2)cc1	117	nt	96	114	113	126	98	99
OCC1OC(c2ccc(OCc3ccccc3)cc2OCc2ccccc2)C(O)C1O (stereo not drawn)	96	109	103	101	100	88	102	94
CSc1nc2nnc(N)c(=O)n2[nH]1	99	nt	90	106	85	81	99	107
O=C(Nc1ccccc1)c1ccc(-n2c(=O)[nH]c3ccccc3c2=O)cc1	110	106	90	123	117	111	79	97
N#Cc1ccc2cc1OC/C=C\COc1cc([N+](=O)[O-])ccc1NS(=O)(=O)N2	103	107	89	111	93	111	90	105
Nc1nc(Nc2ccccc2)c2cc[nH]c(=O)c2n1	108	126	114	120	nt	98	102	101
CCOC(=O)/N=[N+](\[O-])c1ccccc1	103	nt	nt	106	104	115	97	100
CCOC(=O)c1cc(C(=O)c2ccc(OC)c(OC)c2)n2ccc(/C=C/c3cc[n+](CC(=O)c4ccc(OC)c(OC)c4)cc3)cc12	100	111	96	102	113	96	95	96
O=C(O)CS(=O)c1ccc(Cl)cc1 (stereo not drawn)	95	103	115	115	96	92	99	95
CCOC(=O)c1ccccc1Cc1ccc(OC)cc1	91	97	85	108	95	97	106	83
COc1cc(/C=C2\Cc3ccccc3C2=O)cc(OC)c1OC	99	109	89	103	129	105	106	89
Nc1c(C(=O)Nc2ccccc2)sc2ncc(Cl)cc12	102	109	84	95	103	96	98	84
COC1CC(O)C(O)C(C)O1 (stereo not drawn)	99	114	96	104	103	105	106	101
N#Cc1cc(-c2nc3ccccc3s2)c(=O)n(NS(=O)(=O)c2ccc(Cl)cc2)c1N	102	109	80	107	139	nt	110	95
CC(C)c1ccc(C(=O)OCCCl)cc1	97	42	383	123	95	93	94	94
Cc1ccc(S(=O)(=O)Nc2ccc(C(=O)CC3(O)C(=O)Nc4ccc(F)cc43)cc2)cc1 (stereo not drawn)	104	122	82	nt	149	79	100	95
COc1ccc2c(c1)CCN1C2CCN2C(=O)CCC21 (stereo not drawn)	104	79	88	100	104	113	98	101
C[C@]12CC[C@H]3[C@@H](CC=C4C[C@@H](O)CC[C@@]43C)[C@@H]1CC[C@@H]2c1ccn[nH]1	107	116	76	97	104	84	100	99
OCCN1CCCCC1	102	111	99	114	93	nt	107	103
COc1cc2c(c3c1OCCO3)C(=O)N[C@@H]1[C@@H](O)[C@@H](O)[C@H](O)C[C@@H]21	103	106	93	101	98	100	95	109
CCOC(=O)CC1c2nc3ccccc3cc2CN1C(=O)OCC (stereo not drawn)	107	108	100	113	127	90	95	97

Not all compounds are listed; the hit share may differ from the screen's.
